S2 tox: viability counter-screen for ATXN expression inhibitors; S2 cells (HEK-293 line with an ATXN2-luciferase reporter) viability, CellTiter-Fluor protease fluorescence, 24 h; Potency, µM (titrated, usually from 56.7 µM), actives largely listed as cytotoxic; hit rate 0.49% among 400,000; AID 651635; also: potency is read from the fitted curve at half-maximal effect; nearly all actives have a fitted effect of over 40% in size
TGFb inhibitor: inhibitors of TGF-b signaling. HepG2 CAGA-GFP TGF-b/SMAD3 reporter, GFP fluorescence, 18 h; TGF-beta stimulated, 500 pg/mL final. Potency, µM (highest dose often 46.1 µM), inactives show at the highest dose activity, negative = inhibition, usual class: inhibitors. hit rate 1.2% among 410,000. AID 588855; also: potency is read from the fitted curve at half-maximal effect; % is scaled to controls: 0 for no effect and ±100 for the full control effect; nearly all actives have a fitted effect of over 65% in size
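Using HEPG2 CAGA-GFP reporter cells at 1000 cells/well, we pinned test compounds, stimulated with recombinant TGF-beta (500 pg/mL final) and measured total well GFP after 18 h.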
IL2 activator: activators of IL-2; IL-2 activation reporter assay, cell-based qHTS; stimulated with anti-CD3/CD4/CD28 beads; in transgenic mouse T cells; activation, % (series mostly up to about 46 µM); hit rate 0.065% among 360,000; in the data active = activation above about 50%; inconclusive = mostly about 30% to 49%; also: 0% is about no effect
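Using fluorescent plate cytometry, EGFP and DsRed are detected in transgenic mouse T cells stimulated 18 h at 37 degrees C with antibody-coated beads after 60 min compound pretreatment.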
HepG2 viability: HepG2 cytotoxicity, counter-screen for TGF-b inhibitors; HepG2 CAGA-GFP viability, ATP luminescence, 18 h; Potency, µM (top dose mostly 46.1 µM), for inactives: top-dose activity change, negative = cytotoxicity, hits mostly cytotoxic; hit rate 0.76% among 410,000; AID 588856; also: potency is read from the fitted curve at half-maximal effect; some results filed as inactive show a strong effect at the top dose
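CellTiter-Glo luminescence gave cytotoxicity after 18 hours at 37 degrees C. The cells were HepG2 CAGA-GFP in 1% FBS DMEM, stimulated with 500 pg/mL TGF-beta after compound addition. %Activity was normalised to no-cell wells (complete cell-killing) and DMSO (no toxicity), and curves were fitted and classified.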
Nrf2 activator: Nrf2 pathway activation. AREc32 ARE-luciferase reporter (MCF7-derived line), luminescence, 24 h. Potency, µM (series often up to 46.1 µM), for the others: at the top dose activation, hits mostly activators. hit rate 0.31% among 410,000. AID 624171; also: potency is read from the fitted curve at half-maximal effect; % of control where 0% means no effect; nearly all actives have a fitted effect of over 65% in size
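Reporter line AREc32 (ARE-Fluc), seeded overnight in OPTI-MEM with 5% FBS; compound pin-transferred, 24 hr at 37 deg C, 5% CO2; luminescent read-out.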
EPAC2 ag: EPAC2 (human) agonism. EPAC2 activation, biochemical qHTS; response scale: 100% = 6.5 mM cAMP response. Potency, µM (highest dose often 154 µM), inactives show at the top dose activation, actives largely listed as activators. hit rate 0.079% among 360,000. AID 720711; also: potency is read from the fitted curve at half-maximal effect; nearly all actives have a fitted effect of over 50% in size
Target sequence (Q8WZA2 whole entry, looked up): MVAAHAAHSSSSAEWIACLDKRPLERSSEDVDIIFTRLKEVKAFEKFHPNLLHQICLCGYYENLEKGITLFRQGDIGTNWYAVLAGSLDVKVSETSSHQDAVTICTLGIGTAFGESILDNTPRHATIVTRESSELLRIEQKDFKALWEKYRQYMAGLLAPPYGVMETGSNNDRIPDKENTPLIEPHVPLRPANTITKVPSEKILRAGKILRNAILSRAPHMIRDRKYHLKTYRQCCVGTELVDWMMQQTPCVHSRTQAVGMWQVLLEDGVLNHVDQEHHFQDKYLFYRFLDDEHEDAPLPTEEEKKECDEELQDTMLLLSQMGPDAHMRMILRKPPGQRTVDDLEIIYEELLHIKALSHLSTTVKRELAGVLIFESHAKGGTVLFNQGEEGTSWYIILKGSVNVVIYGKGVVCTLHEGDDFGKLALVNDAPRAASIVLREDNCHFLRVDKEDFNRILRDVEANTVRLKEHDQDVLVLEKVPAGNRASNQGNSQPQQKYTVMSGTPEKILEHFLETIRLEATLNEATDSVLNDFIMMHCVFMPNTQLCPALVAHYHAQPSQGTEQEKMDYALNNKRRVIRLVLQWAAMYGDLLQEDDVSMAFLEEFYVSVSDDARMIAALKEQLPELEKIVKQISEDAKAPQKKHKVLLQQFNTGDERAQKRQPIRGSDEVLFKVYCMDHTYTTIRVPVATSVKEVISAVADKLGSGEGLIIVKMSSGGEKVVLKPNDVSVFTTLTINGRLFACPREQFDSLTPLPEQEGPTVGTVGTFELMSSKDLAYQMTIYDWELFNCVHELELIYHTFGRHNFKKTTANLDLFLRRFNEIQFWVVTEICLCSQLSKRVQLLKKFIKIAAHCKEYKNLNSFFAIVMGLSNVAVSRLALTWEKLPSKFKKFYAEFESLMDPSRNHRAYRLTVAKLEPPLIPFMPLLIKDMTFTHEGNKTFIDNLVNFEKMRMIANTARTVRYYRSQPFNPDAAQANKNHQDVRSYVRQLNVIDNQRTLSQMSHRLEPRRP
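Each well held 100 nM EPAC2, 250 nM RAP1B-BODIPY-GDP and 50 uM GDP. Fluorescence, read at 5-min intervals to 30 min, was referenced to a 6.5 mM cAMP positive control.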
ATXN2 expr inh: ATXN2 expression inhibition | HEK-293 ATXN2-luciferase reporter, luminescence, 24 h | Potency, µM (series often up to 57 µM), inactives show top-dose activity change, negative = inhibition, hits mostly inhibitors | hit rate 0.72% among 360,000 | AID 1745845; also: potency is read from the fitted curve at half-maximal effect; % is scaled to controls: 0 for no effect and ±100 for the full control effect; nearly all actives have a fitted effect of over 55% in size
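ATXN2-luciferase reporter cells (luciferase flanked by upstream and downstream ATXN2 gene portions) were treated 24 h at 37 °C with compounds at up to 57 uM. SteadyGlo luminescence gave expression; GF-AFC fluorescence gave viability.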
A549 tox: A549 cytotoxicity, counter-screen for Nrf2 inhibitors. A549 ARE-Fluc cells, CellTiter-Fluor viability, 18-24 h. Potency, µM (doses to about 46 µM), for inactives: at the top dose activity change, negative = cytotoxicity, hits mostly inhibitors. hit rate 0.16% among 390,000. AID 504648; also: potency is read from the fitted curve at half-maximal effect; % is scaled to controls: 0 for no effect and ±100 for the full control effect
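A549 ARE_Fluc cells in 5% FBS OPTI-MEM were exposed to compounds in concentration-response for 18-24 h at 37 deg C. Viability was read by CellTiter-Fluor fluorescence (Ex 405/Em 525) after 30 min, before the luciferase read.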
Nrf2 block: inhibitors of Nrf2 signaling | A549 ARE-Fluc reporter, luciferase luminescence, 18-24 h | Potency, µM (titrated, usually from 46 µM), for inactives: at the highest dose activity change, negative = inhibition, usual class: inhibitors | hit rate 2.1% among 360,000 | AID 504444; also: potency is read from the fitted curve at half-maximal effect; % is scaled to controls: 0 for no effect and ±100 for the full control effect; nearly all actives have a fitted effect of over 60% in size
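Quantitative HTS in A549 cells stably bearing an antioxidant response element-firefly luciferase construct. Inhibition of Nrf2-driven transcription was scored by luminescence after 18-24 h of compound exposure at 37 °C.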
* hit, by the source's call; i = inactive; u = inconclusive; x = no result given; & = joins results of further samples; [ ] = remark or other dose. Unless noted, calls follow the shape of the dose curve; as a rule, active = well fitted curve in the direction sought with a large enough effect; inconclusive = small, poorly fitted or top-dose-only effect, or another doubt; inactive = no such curve, though single readings can be large; an effect the other way counts as inactive or inconclusive. Outcome played no part in choosing rows; any-hit rate near 4.3%.

SMILES	S2 tox	TGFb inhibitor	IL2 activator	HepG2 viability	Nrf2 activator	EPAC2 ag	ATXN2 expr inh	A549 tox	Nrf2 block
CCCn1c(SCC(=O)Nc2cccc(S(=O)(=O)N(C)C)c2)nc2ccccc2c1=O	u	u	-3.5	-11%	0.4%	-3%	-39%	-20%	u
COCCCN1CCN(C2Cc3ccccc3Sc3ccc(Cl)cc32)CC1 (centres undefined)	u	u	-6.4	-55%	6.1%	14%	u	0%	18%
Cc1oc2c(cc(NS(=O)(=O)c3ccc4c5c(cccc35)C(=O)N4)c3ccccc32)c1C(=O)OC(C)C	i	0%	0.1	-31%	5.4%	1%	-13%	-17%	u
O=[N+]([O-])c1ccc(C(=S)N2CCN(Cc3ccccc3)CC2)cc1	u	18%	0.0	1%	-0.1%	6%	2%	-1%	-9%
FC(F)(F)c1cnc(-c2cnc(-c3cccnc3)nc2)c(Cl)c1	i	12%	-0.7	13%	3.0%	-10%	24%	6%	u
CCOC(=O)C1CCN(C(=O)Cn2cc(C(=O)OC)c3ccccc32)CC1	i	-8%	-0.8	5%	2.1%	-3%	27%	-7%	-13%
Cc1ccccc1COC(=O)CCC1=NS(=O)(=O)c2ccccc2N1	i	4%	-2.2	-3%	-0.1%	2%	3%	5%	-4%
COCc1ccc(C(=O)NC2CCCc3c2cnn3-c2cc(C)cc(C)c2)s1 (centres undefined)	i	u	-2.9	-27%	0.2%	-4%	-10%	-8%	u
O=C(Cc1ncc(C(F)(F)F)cc1Cl)NC1CC1	i	-4%	1.1	-9%	-0.4%	9%	-23%	0%	-9%
CN(C(=O)CSc1nc2ccc([N+](=O)[O-])cc2s1)C1CCS(=O)(=O)C1 (centres undefined)	i	-25%	0.3	-24%	25%	-3%	14%	-1%	7%
CC(/C=N/n1c(COc2ccccc2)n[nH]c1=S)=C\c1ccco1	i	u	-1.3	-21%	u	-2%	15%	-5%	3%
Cc1nc(SCC(=O)N2CCCCC2)c2c(C)c(C)sc2n1	u	-27%	-0.1	-13%	5.9%	1%	-25%	-9%	u
CCN(CC(=O)Nc1ccc2c(c1)OCCO2)C(=O)COc1ccc(C)cc1	i	1%	-1.5	0%	-0.1%	-4%	8%	3%	-10%
CCN1/C(=C/c2ccc3cc(C)ccc3[n+]2CC)Sc2ccccc21	x	132%[activator]	90*	-84%	-3.2%	3%	x	u	0.73µM*
CCN(Cc1ccccc1)S(=O)(=O)c1c[nH]c(C(=O)OC)c1	i	-13%	-3.5	-29%	-0.4%	13%	-1%	2%	-18%
COc1cccc(/C=C/C(=O)Nc2ccccc2N2CCOCC2)c1	x	10%	0.8	0%	5.6%	3%	30%	16%	27%
CN(C)CCCNC(=O)/C=C/c1ccc(OCc2c(F)cccc2Cl)cc1	u	u	0.5	-53%	12%	-4%	u	u	21µM*
O=C(COC(=O)c1cccc(Br)c1)NCC1CCCO1 (centres undefined)	i	0%	4.7	7%	0.2%	-2%	3%	-7%	2%
O=c1cc(-c2ccc(O)cc2)oc2cc(O)c(C3OC(CO)C(O)C(O)C3O)c(O)c12 (centres undefined)	i	-10%	6.1	-14%	4.1%	4%	12%	-16%	u
COc1cccc(C(=O)NCCS(=O)(=O)N2CCOCC2)c1	i	-26%	2.1	-6%	0.0%	3%	-5%	1%	3%
Cc1ccccc1OCc1nc(C#N)c(N2CCCC2)o1	u	5%	-0.5	15%	-0.1%	-4%	-14%	-1%	6%
COc1ccc(CC(=O)Nc2ccc(OC)nc2)cc1	i	4%	-0.1	6%	-0.4%	-10%	2%[11.3 µM]	2%	6%
CCN1C(=O)[C@H]2[C@H]3CN=C(SCc4ccc(C(=O)OC)cc4)N3[C@@](CC)(C(=O)OC)[C@H]2C1=O	i	-3%	-0.1	-11%	2.1%	5%	3%	-9%	-5%
On1c(-c2ccco2)nc2c1CCc1nonc1-2	i	-8%	-0.8	4%	-0.6%	5%	0%	-1%	2%
O=C(NCc1ccco1)c1ccc(COCC(F)(F)C(F)F)cc1	i	-5%	-1.2	2%	2.9%	-19%	1%	3%	0%
CN1CCN(CCCNC(=O)Cn2c(-c3cccs3)cc3cc(Cl)ccc32)CC1	u	u	x	-67%	17%	x	u	-5%	-7%
O=C(O)c1ccc(C(=O)Nc2cccc3ccccc23)c(C(=O)O)c1	i	7%	0.4	-14%	4.8%	6%	x	7%	5%
COc1ccc(-n2nc(C(=O)Nc3ccc4c(c3)OCO4)c3ccccc3c2=O)cc1	u	-2%	1.1	-5%	-0.4%	11%	-14%	-5%	-23%
c1ccc(-c2nnc(SCCC3OCCCO3)o2)cc1	i	-22%	4.1	0%	-0.2%	4%	-15%	u	-13%
CC(=O)Nc1ccc(N/C(=N\S(=O)(=O)c2ccccc2)c2ccccc2)cc1	u	-1%	-0.8	7%	-0.2%	4%	1%	-1%	2%
O=C(Nn1c(C2CCC2)nc2ccccc2c1=O)c1cccs1	i	-9%	-0.1	3%	0.2%	6%	-14%	-8%	-2%
CCOc1ccccc1NC(=O)c1c(NCc2cccs2)sc2c1CCCCC2	u	18µM*	x	-48%	0.1%	x	u	11%	x
Cc1nn(CC(=O)Nc2cc(F)ccc2F)c(=O)c2cccn12	x	33%	x	1%	16%	x	x	3%	u
COc1ccc(CNC(=O)Cc2c(C)c3cc4c(C)coc4cc3oc2=O)cc1OC	x	-1%	x	-16%	-0.9%	x	x	-13%	-31%
CCCNC(=O)Nc1cc(C)on1	i	5%	0.7	-2%	0.2%	5%	1%	17%	12%
CCN(CC)S(=O)(=O)c1ccc(Cl)c(NC(=O)CSc2nnc(-c3cccs3)o2)c1	i	-1%	-0.2	-7%	2.9%	0%	-2%	-6%	7%
CNC(=S)Nc1ccc([N+](=O)[O-])cc1	i	0%	0.7	2%	-1.4%	6%	x	5%	u
O=C1NC[C@H](CCCCN2C[C@H](Cc3ccccc3)N(CCc3ccccc3)C(=O)C2=O)N(CCc2ccc(O)cc2)C1=O	i	x	-0.7	x	-0.1%	1%	9%	x	x
O=C(C[n+]1cc(Br)cc(Br)c1)c1ccccc1	u	3%&-5%	-0.1	-7%&-21%	8.1%	5%	-1%	2%	4%
C[C@H](CO)N1C[C@H](C)[C@@H](CN(C)S(=O)(=O)c2ccc(F)cc2)Oc2c(NC(=O)c3ccncc3)cccc2C1=O	i	8%	0.4	-8%	-0.9%	12%	1%	-2%	5%
COc1cc(Cl)c(C)cc1NC(=O)COC(=O)c1cnc(C)cn1	i	4%	-0.5	3%	-0.1%	0%[15.6 µM]	-10%	2%	23%
CC(CNC(=S)Nc1cc(F)cc(F)c1)CSc1ccc(Cl)cc1 (centres undefined)	u	18µM*	-4.3	-75%	4.3%	26%	u	0%	u
Cc1cc(-c2ccccc2)nc2cc(C(N)=O)nn12	i	1%	0.7	2%	-0.2%	0%	14%	1%	x
CC1=CC(C)(C)N(S(=O)(=O)c2ccc(F)cc2)c2ccccc21	i	u	-2.4	-70%	-0.1%	16%	-9%	-7%	u
Cc1cn2c(=O)cc(COC(=O)c3ccc(NC(=O)c4ccc(F)cc4)cc3)nc2s1	x	-28%	x	-19%	11%	x	x	2%	x
COc1cccc(OC)c1C(=O)Nc1ccc(N2CCN(S(C)(=O)=O)CC2)cc1	i	14%	0.8	0%	-0.1%	-6%	3%	-15%	-18%
Cc1nnc2sc(-c3ccco3)nn12	i	1%	0.7	-5%	0.5%	-2%	7%	-7%	-17%
O=C(Oc1cccc2cccnc12)c1ccc(N2C(=O)C3C4CCC(C4)C3C2=O)cc1 (centres undefined)	i	u	-5.5	-74%	15%	-1%	-23%	-10%	-14%
CCc1nnc(NC(=O)CSc2ccc(-c3ccccc3OC)nn2)s1	i	5%	-0.7	0%	4.6%	4%	6%	-1%	0%
CCOC(=O)C1=C(COC(=O)c2ccco2)NC(=O)NC1CC (centres undefined)	i	6%	-0.7	-1%	-0.6%	-6%	x	-2%	2%
Cc1ccc(N(Cc2ccccc2)C(=O)c2ccc(C)c(S(=O)(=O)N3CCOCC3)c2)cc1	i	-15%	-0.6	-12%	1.3%	12%	x	-18%	15µM*
CS(=O)(=O)N(CC(=O)N1CCCC1)Cc1ccc(Cl)c(Cl)c1	i	1%	1.7	-5%	-0.4%	-3%	x	0%	6%
O=C(N/N=C/c1c(F)cccc1Cl)C1CC1	i	-7%	-0.1	-8%	5.7%	13%	1%	1%	-1%
CCN(CC)C(c1ccc(F)cc1)c1nnnn1CC1CCCO1 (centres undefined)	i	-2%	-0.4	13%	0.5%	2%	4%	-2%	7%
COC(=O)c1ccc(N2CCOCC2)c(F)c1	i	-1%	0.2	-2%	5.1%	5%	6%	0%	u
CCOc1ccc(C(=O)Nc2c(C(=O)Nc3ccccc3OC)oc3ccccc23)cc1OCC	i	9%	x	-11%	7.9%	x	7%	9%	10%

Screening data from PubChem.
